High-throughput results deposited in PubChem BioAssay by several laboratories.
DAX1 inh-1 = DAX1 (NR0B1) inhibitors, primary screen, cell-based, HEK293, Gal4-DAX1, luciferase luminescence; Nuclear receptor subfamily 0 group B member 1 (Homo sapiens), P51843; HEK293 Gal4-DAX1 luciferase reporter; inhibition, % at 6.75 µM; 0.99% of 340,000 active; AID 504766, 2011;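 active = inhibition above the mean over all tested compounds plus 3 SD, cut at about 4.2% in these data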;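 also: 0% = DAX1-transfected cells with DMSO and 100% = empty-vector control cells with DMSO; inhibition shows as a rise in luminescence from relieved DAX1 repression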
Target sequence (P51843 207-470 limits assumed): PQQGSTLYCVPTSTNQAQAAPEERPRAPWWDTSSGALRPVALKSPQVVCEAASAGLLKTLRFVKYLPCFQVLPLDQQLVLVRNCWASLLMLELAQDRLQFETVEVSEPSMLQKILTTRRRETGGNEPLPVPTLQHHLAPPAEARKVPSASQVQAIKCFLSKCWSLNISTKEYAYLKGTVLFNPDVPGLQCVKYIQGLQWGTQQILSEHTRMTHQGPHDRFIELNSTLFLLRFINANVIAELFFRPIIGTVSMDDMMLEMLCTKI
hcDAF-12 act = H. contortus DAF-12 nuclear receptor activators, primary screen, cell-based, luminescence, HEK293, lit1-tk-luc reporter. HEK293 hcDAF-12 lit1-tk-luc reporter; 0% DMSO, 100% Δ7-dafachronic acid. activation, % at 6.8 µM. 1.4% of 370,000 active. AID 652067, 2013;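 active = activation above the mean of all tested compounds plus 3 SD, cut at about 5.5% in these data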;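 also: 100% = response to 3 µM Δ7-dafachronic acid high control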
PLCb3 inh = human PLC-beta3 inhibitors, primary screen, biochemical, fluorescence; Purified PLC-beta3, fluorogenic substrate; 1-phosphatidylinositol 4,5-bisphosphate phosphodiesterase beta-3 (Homo sapiens), Q01970; inhibition, % at 12.2 µM; 0.18% of 370,000 active; AID 720704, 2013; in the data active = inhibition above about 11%;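 also: 0% = median of compound wells on plate and 100% = full blocker control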
HGIII-sPLA2 inh = human group III sPLA2 inhibitors, primary screen, biochemical, QFRET, BODIPY PC-A2 liposome substrate. QFRET BODIPY PC-A2 liposome hydrolysis, fluorescence. Group 3 secretory phospholipase A2 (Homo sapiens), Q9NZ20. AID 743126, 2013. 0.56% of 370,000 active. inhibition, % at 12.2 µM;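 active = inhibition above mean plus 3 SD of compounds lying within the high and low control bounds, cut at about 19% in these data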;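 also: 0% = median of test compound wells and 100% = no enzyme DMSO wells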
Target sequence (Q9NZ20 whole entry, looked up): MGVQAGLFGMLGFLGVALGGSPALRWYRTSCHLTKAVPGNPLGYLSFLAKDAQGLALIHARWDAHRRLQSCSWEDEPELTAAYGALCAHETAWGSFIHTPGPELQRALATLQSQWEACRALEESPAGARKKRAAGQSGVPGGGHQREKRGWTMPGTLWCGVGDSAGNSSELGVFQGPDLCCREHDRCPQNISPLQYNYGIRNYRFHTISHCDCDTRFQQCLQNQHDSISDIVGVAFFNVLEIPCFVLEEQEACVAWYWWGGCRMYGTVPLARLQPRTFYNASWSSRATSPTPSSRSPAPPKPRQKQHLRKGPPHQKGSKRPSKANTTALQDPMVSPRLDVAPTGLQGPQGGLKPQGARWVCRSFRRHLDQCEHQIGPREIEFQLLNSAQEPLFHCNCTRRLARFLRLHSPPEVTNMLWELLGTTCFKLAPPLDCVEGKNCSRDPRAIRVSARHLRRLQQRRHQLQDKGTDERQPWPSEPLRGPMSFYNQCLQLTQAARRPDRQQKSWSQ
NR1D1 modulator = modulators of Rev-erb alpha DNA binding, primary screen, biochemical, FITC-DNA, fluorescence polarization, uHTS; Rev-erbα–FITC-DNA binding, 90 min; 0.79% of 370,000 active; Nuclear receptor subfamily 1 group D member 1 (Homo sapiens), P20393; AID 1259318, 2017; activity, % at 10 µM;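 active = activity above about 14%, limit read from the data; passing the limit was not always enough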;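 also: 0% = DMSO wells with 35 nM protein and 100% = DMSO wells with 750 nM protein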
ssDAF-12 act = S. stercoralis DAF-12 nuclear receptor activators, primary screen, cell-based, luminescence, HEK293, GRIP1 co-expression, lit1-tk-luc; HEK293 ssDAF-12/GRIP1 lit1-tk-luc reporter; % of 3 µM dafachronic acid response; activation, % at 6.8 µM; 1% of 370,000 active;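 active = activation above the mean over all tested compounds plus 3 SD, cut at about 0.9% in these data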;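 also: 0% = DMSO-only wells and 100% = 3 µM delta7-dafachronic acid wells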
SMARCA2 act = SMARCA2 (BRM) function activators, primary screen, cell-based, luminescence, high throughput | activation, % at 9.1 µM | MG213 cells, MMTV-luciferase reporter, dexamethasone, overnight | 1% of 370,000 active; in the data active = activation above about 7.8%;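 also: 0% = vehicle wells and 100% = reference activator wells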
DAX1 inh-2 = DAX1 (NR0B1) inhibitors on StAR promoter, primary screen, cell-based, luminescence, SF-1 (NR5A1), full-length DAX-1 | HEK293T StAR-luciferase reporter, SF-1/DAX-1 repression relief | inhibition, % at 6.8 µM | 1.1% of 370,000 active | AID 652010, 2013;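 active = inhibition above the mean over all tested compounds plus 3 SD, cut at about 3.6% in these data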;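 also: 0% = DAX-1 cells with DMSO and 100% = cells lacking DAX-1 with DMSO; higher inhibition means more luminescence from relief of DAX-1 repression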
hgDAF12 agonist = H. glycines DAF-12 receptor agonists, primary screen, cell-based, luminescence, HEK293, GAL4 fusion, UAS-luciferase; HEK293 GAL4-hgDAF12 UAS-luciferase reporter, agonist luminescence; normalized to butyrate control; 1.8% of 370,000 active; AID 687014, 2013; activation, % at 6.8 µM;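 active = activation above a cutoff set at the mean of all screened compounds plus 3 SD, cut at about 10% in these data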;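 also: 0% = DMSO wells and 100% = sodium butyrate wells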
PG9 binder = binders of HIV-1 gp120 antibody PG9, primary screen, biochemical, TR-FRET; HIV-1 gp120 / PG9 antibody interaction; TR-FRET gp120-PG9 antibody binding; inhibition, % at 6.7 µM; 0.43% of 360,000 active; AID 624416, 2012; in the data active = inhibition above about 8.5%
FXN GAA850 act = FXN promoter activators, primary screen, cell-based, luciferase luminescence, HEK293 lucGAA850 | HEK293 lucGAA850 FXN promoter luciferase reporter, 24 h; percent of 10 µM SAHA response | activation, % at 6 µM | 0.56% of 360,000 active | AID 540364, 2011;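 active = activation above the average of all compounds screened plus 3 SD, cutoff fixed separately per campaign, cut at about 7.5% in these data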;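 also: 0% = DMSO wells and 100% = 10 µM SAHA wells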
* marks the source's active call; other numbers are inactive results; · = no result given.

Order of values: ssDAF-12 act | PG9 binder | PLCb3 inh | NR1D1 modulator | hgDAF12 agonist | hcDAF-12 act | HGIII-sPLA2 inh | FXN GAA850 act | DAX1 inh-2 | DAX1 inh-1 | SMARCA2 act
CN(C)S(=O)(=O)c1ccc(-c2csc(-c3cccnc3)n2)cc1
  -1.9 | 0.1 | -6 | -3 | 0.6 | -0.7 | -4 | 0.4 | 0.7 | -0.3 | 0
O=C(CC1CS(=O)(=O)CC1CC(=O)Oc1ccccc1F)Oc1ccccc1F (stereo not given)
  -1.4 | -0.5 | -1 | 3 | -1.7 | -1.8 | 1 | 4.1 | -0.1 | 0.0 | -4
O=C(Nc1ccc(F)c(Cl)c1)Nc1nnc([C@@H]2O[C@H](CO)[C@@H](O)[C@H]2O)s1
  -0.8 | 2.0 | -7 | -7 | 0.8 | 0.1 | -8 | -2.0 | -0.8 | · | -3
CSc1ccccc1OCc1cc(C(=O)N(C)Cc2ccc3nsnc3c2)no1
  -0.1 | -3.1 | -10 | 5 | 11* | 5.3 | -8 | 4.6 | 5.3* | 3.0 | 8
COc1ccc(S(=O)(=O)N2CCCN(C)CC2)cc1
  -0.8 | -0.9 | -1 | 5 | 0.4 | 0.1 | -2 | 0.8 | 0.3 | -0.2 | 0
CCOC(=O)c1cc(-c2ccccc2C)nn1Cc1cc(C)no1
  -0.6 | -0.3 | -6 | -2 | 3.3 | 0.9 | 2 | 4.2 | 0.2 | -0.2 | 4
Cc1sc2ncnc(OCC(=O)N3CCN(S(=O)(=O)c4ccccc4)CC3)c2c1C
  -1.1 | -1.6 | 2 | -3 | -3.3 | -2.4 | -5 | -2.4 | -0.3 | 0.4 | -3
CCOCC(=O)N1CCC(Cc2ccccc2)CC1
  -0.8 | 0.9 | 0 | 2 | 4.7 | -1.7 | 1 | 0.8 | -0.5 | · | -1
O=[N+]([O-])c1cccc(-c2ccc(CN3CCCCC3)o2)c1
  -0.6 | 2.5 | -4 | -1 | 1.0 | -2.6 | 1 | 0.1 | -0.1 | 1.6 | 0
O=S(=O)(NCCc1csc(-c2cccnc2)n1)c1cc(F)ccc1F
  -1.3 | -2.3 | -5 | -1 | -2.1 | -1.2 | -2 | -1.7 | 1.0 | 1.1 | -3
CCCCC[C@H]1CN(Cc2ccccc2)C(=O)[C@@H]1CC(=O)NCc1ccc(OC)cc1
  -1.7 | -2.4 | 2 | 0 | -0.9 | -2.5 | -5 | -0.8 | -0.2 | 0.5 | 0
CCn1ncc(/C=C/C(=O)NCc2cn(C)nc2C)c1C
  -1.7 | 0.6 | -1 | -2 | -0.4 | -1.5 | -6 | 0.6 | -0.1 | -0.7 | -1
CC(=O)C1=C(O)C(=O)N(CCc2c[nH]c3ccccc23)C1c1cccc(O)c1 (stereo not given)
  0.2 | 1.0 | -1 | -2 | 0.5 | 5.7* | -19 | 1.5 | 0.4 | -0.6 | -2
Cc1ccc(S(=O)(=O)N2CCOC2CNC(=O)C(=O)NCc2ccc3c(c2)OCO3)cc1 (stereo not given)
  -1.4 | 0.0 | -7 | -3 | -0.6 | -1.9 | 0 | 1.1 | -3.1 | -0.3 | -4
O=C(O)c1cccc(Nc2ncnc3ccccc23)c1
  -1.1 | 0.7 | -2 | 3 | -2.3 | 1.5 | 4 | -0.1 | -0.5 | -0.5 | 6
CCC(C(=O)Nc1cccnc1)c1ccccc1 (stereo not given)
  -1.0 | -46 | -5 | -2 | -2.9 | -0.9 | 6 | 0.2 | -0.2 | -1.0 | 0
CN(CCC#N)C(=O)COC(=O)/C=C/c1cccs1
  -0.7 | -1.0 | 3 | 0 | 3.0 | -0.1 | 20* | -0.6 | -0.3 | 1.0 | -3
O=C1c2cccc3c(O)ccc(c23)C(=O)N1Cc1ccco1
  -1.0 | -2.9 | -277 | 36* | 2.5 | -1.7 | -203 | 1.2 | 1.6 | 1.0 | 0
O=c1[nH]ncc2c3ccccc3n(Cc3cccc(Cl)c3)c12
  -2.2 | 0.5 | -53 | -4 | -0.7 | -2.4 | -5 | 0.2 | 0.2 | 0.3 | 0
Cc1ccc(/C=C/C(=O)N2CCN(S(=O)(=O)c3ccc(C)c(C)c3)CC2)o1
  -1.2 | -0.8 | -6 | -2 | -2.3 | -2.3 | -13 | 7.6* | -0.8 | 0.9 | 1
OCCN1CN=C(Nc2nc3ccccc3s2)NC1
  -0.1 | -0.4 | 7 | -1 | 5.0 | 0.6 | 2 | -1.6 | -0.2 | 1.1 | 2
Cc1cnc(C(=O)OCC(=O)Nc2c(Cl)cc(Cl)cc2Cl)cn1
  -1.1 | -0.4 | -6 | -1 | -0.4 | 0.9 | -1 | 2.2 | 0.1 | 1.0 | -1
CC1CCCN(S(=O)(=O)c2cccc(-c3cn4cccnc4n3)c2)C1 (stereo not given)
  -1.7 | -0.4 | -147 | 4 | -1.9 | -5.9 | 13 | -0.3 | -0.1 | -1.0 | 1
C/C(=N\N=C\c1cccc(F)c1)c1nnn(-c2nonc2N)c1C
  -1.5 | 0.8 | -4 | 4 | 9.0 | 2.7 | 20* | 1.6 | 0.0 | -0.9 | 0
COCC(=O)Nc1ccc2c(c1)[C@@H]1C[C@H](CC(=O)NCc3cccc(F)c3)O[C@@H](CO)[C@@H]1O2
  -0.3 | 1.8 | 0 | 3 | -0.1 | -2.1 | 4 | 0.9 | -0.3 | 3.1 | -3
CC1CCCC(NC(=O)CSc2nnc(-c3cccnc3)n2N)C1C (stereo not given)
  -0.6 | 1.2 | -5 | 8 | 0.3 | 0.3 | -6 | 0.2 | -0.6 | -0.4 | -1
COc1ccc(C2C(C(=O)c3ccc(C)o3)=C(O)C(=O)N2Cc2cccnc2)cc1 (stereo not given)
  -0.2 | 13* | -12 | 2 | 4.5 | -1.9 | -5 | 1.2 | -0.1 | -0.3 | -2
Cc1cnc(C(=O)OCC(=O)N(CC(C)C)C2CCS(=O)(=O)C2)cn1 (stereo not given)
  -1.1 | 0.2 | -5 | -1 | 0.3 | -0.1 | 8 | -1.5 | 1.2 | 0.2 | -1
Cc1ccc(S(=O)(=O)N2CCN(C(=O)COC(=O)/C=C/c3ccccc3)CC2)c(C)c1
  -1.4 | -0.9 | 3 | -6 | 1.1 | -0.8 | 5 | 2.5 | 0.1 | 1.6 | 0
CCN(C(=O)COC(=O)c1ccc(SC)cc1OC)C1CCS(=O)(=O)C1 (stereo not given)
  -1.6 | 0.0 | -5 | -9 | 2.9 | -0.6 | 8 | -1.0 | -0.2 | -0.4 | -3

Two compounds from above, reduced to hcDAF-12 act.
Structure | hcDAF-12 act
O=S(=O)(NCCc1csc(-c2cccnc2)n1)c1cc(F)ccc1F | -1.2
CCCCC[C@H]1CN(Cc2ccccc2)C(=O)[C@@H]1CC(=O)NCc1ccc(OC)cc1 | -2.5

(list continues)
Order of values: ssDAF-12 act | PG9 binder | PLCb3 inh | NR1D1 modulator | hgDAF12 agonist | hcDAF-12 act | HGIII-sPLA2 inh | FXN GAA850 act | DAX1 inh-2 | DAX1 inh-1 | SMARCA2 act
O=C(Nc1ccc(C(F)(F)F)cc1)c1ccccc1Br
  -1.2 | 0.3 | 1 | 1 | 6.5 | 1.2 | 7 | 4.2 | 1.0 | 1.1 | 4
COC(=O)C1CCN(C(=O)COC(=O)c2oc3ccc(OC)cc3c2C)CC1
  -1.0 | -2.8 | -161 | -4 | 1.6 | -1.3 | -7 | -0.4 | -0.5 | 0.1 | -1
Cc1cccc(C)c1NC(=O)C(C)Sc1n[nH]c(-c2ccncc2)n1 (stereo not given)
  -1.0 | -2.8 | 1 | 0 | -3.2 | -0.6 | 7 | -0.8 | -0.2 | -0.3 | -4
COc1ccc([C@@H]2CC=C(C(=O)O)[C@H](c3cccc(Cl)c3)N2S(=O)(=O)c2ccccc2C)cc1
  -0.5 | 1.6 | -1 | 3 | -0.1 | 0.7 | -31 | 1.4 | 0.1 | -0.4 | -1
Cc1ccc(-c2noc(C3CCCN(C(=O)c4c(F)cccc4F)C3)n2)cc1 (stereo not given)
  -1.6 | 0.0 | 1 | -1 | -1.2 | -2.0 | -5 | 0.8 | -0.8 | -0.2 | -5
CON(C)c1nc(OCCNC(=O)COc2ccc(Cl)cc2C)nc(N(C)C)n1
  -1.9 | -0.1 | 5 | -5 | -3.8 | -3.2 | -5 | 6.4 | -1.4 | -1.3 | 0
COc1ccc([C@@H](OC)[C@@]2(Cc3ccc(O)cc3)N=C(N)N(C)C2=O)cc1
  -1.1 | -0.2 | -1 | -2 | -2.1 | 0.0 | 6 | -2.3 | 0.2 | 1.6 | 1
COc1ccc(NS(=O)(=O)c2cc(NC(=O)C3CC3)ccc2N2CCCCC2)cc1
  -1.2 | -0.6 | 2 | 1 | -4.2 | -2.4 | -24 | -0.4 | -1.6 | -2.5 | -3
COc1ccc(CCNc2c(C=O)c(=O)[nH]c3ccccc23)cc1OC
  -1.2 | -2.8 | 2 | 0 | -1.7 | -0.3 | 2 | 3.2 | 0.3 | -0.9 | 3
C[C@H]1C(c2ccccc2F)O[C@]2(C[C@H](O)c3c(ccc4ccccc34)O2)C[C@@H]1O (stereo not given in full)
  -0.3 | · | -17 | 3 | 2.4 | 3.7 | -28 | · | -1.9 | · | -3
CC(C)CNC(=S)Nc1ccccc1F
  -0.3 | -2.5 | 2 | -4 | -1.5 | -1.0 | 13 | 0.9 | -0.9 | -0.7 | -3
Cc1cccc(C)c1NC(=O)CNC(=O)c1ccc2nc[nH]c2c1
  -0.5 | 0.2 | -2 | -4 | -1.7 | -0.5 | -4 | 0.4 | 0.6 | 2.6 | -2
COc1ccc(NC(=O)/C=C2\SC(=O)NC2=O)cc1
  -0.1 | -1.1 | -5 | -1 | 0.0 | -0.2 | 8 | 1.8 | 0.0 | 0.0 | 7
CC(Oc1cccc([N+](=O)[O-])c1)C(=O)NCCC1=CCCCC1 (stereo not given)
  -0.7 | -0.7 | -11 | 5 | -2.4 | 1.1 | 4 | -0.6 | -1.2 | -0.8 | -3
CCOC(=O)C1CCCN(C(=O)CCc2nnc(-c3ccc(C(C)=O)s3)o2)C1 (stereo not given)
  -0.1 | -1.6 | -3 | 4 | 13* | 6.8* | 5 | 1.8 | 5.5* | 3.7 | 2
